NR2E3 ag-1: NR2E3 agonists in two-hybrid cells, primary screen, cell-based, luminescence, CHO-S, Gal4-NCOR/VP16-NR2E3; Photoreceptor-specific nuclear receptor (Homo sapiens), Q9Y5X4; luciferase; inhibition of corepressor binding, % at 3.98 µM; 360,000 tested, 0.35% active; AID 602229, 2012;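 active = inhibition above the mean of all tested compounds plus 3 SD, cut at about 70% in these data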;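 also: 0% = DMSO with NR2E3 transfected cells and 100% = cells lacking NR2E3 construct; higher means lower luciferase signal from less NR2E3 corepressor binding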
Target sequence (Q9Y5X4 whole entry, looked up, the tested form may be a part): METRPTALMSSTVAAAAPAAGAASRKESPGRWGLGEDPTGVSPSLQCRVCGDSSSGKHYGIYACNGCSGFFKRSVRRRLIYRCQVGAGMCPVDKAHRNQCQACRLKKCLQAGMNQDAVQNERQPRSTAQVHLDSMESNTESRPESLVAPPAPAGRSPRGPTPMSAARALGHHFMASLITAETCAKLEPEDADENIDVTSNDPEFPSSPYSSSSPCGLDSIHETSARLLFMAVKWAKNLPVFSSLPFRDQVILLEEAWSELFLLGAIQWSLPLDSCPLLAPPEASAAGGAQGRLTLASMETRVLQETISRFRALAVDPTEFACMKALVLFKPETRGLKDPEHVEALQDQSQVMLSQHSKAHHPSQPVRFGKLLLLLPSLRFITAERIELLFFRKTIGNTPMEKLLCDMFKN
KKLEB tox: cytotoxicity in KKLEB CF airway cells, primary screen, cytotoxicity control for CF NF-kB inhibitor project, cell-based, uHTS, fluorescence assay plates; KKLEB CF airway cells viability, ATPlite luminescence, overnight; stronger effect = lower value; cells stimulated with P. aeruginosa culture filtrate; activity change (cytotoxicity), % at 5 µM; 360,000 tested, 0.36% active; AID 602141, 2011;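 active = corrected activity change at or below -50% at 5 µM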
HIF-2a block: HIF-2a reporter inhibitors, primary screen, luminescence, 786-0 RCC cells. 360,000 tested, 0.72% active. 786-0 RCC cells HIF-2a reporter, luciferase luminescence, overnight. inhibition, % at 18.8 µM;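 active = inhibition of the luminescence signal of 40% or more relative to plate controls, in a single-dose primary screen at 18.75 µM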
iPSC survival up: enhancers of single-cell hiPSC survival, primary screen, ATPlite luminescence. 100% = ROCK inhibitor wells, 0% = DMSO. survival enhancement, % at 20 µM. 360,000 tested, 0.044% active; in the data active = survival enhancement above about 18%;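 also: cells exposed to compounds for 16 hours before the ATP read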
Peg3 promoter: Peg3 promoter-driven luciferase inhibitors, primary screen, cell-based, HeLa, luciferase luminescence; HeLa PEG-Prom luciferase reporter, overnight; inhibition, % at 20 µM; 360,000 tested, 1.7% active;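 active = inhibition of at least 50% at 20 µM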
NR2E3 ag-2: inhibitors of NR2E3-RetCOR corepressor binding, primary screen, NR2E3 agonist project, biochemical, TR-FRET, GST-NR2E3, biotin-RetCOR. inhibition of corepressor binding, % at 4.78 µM. 320,000 tested, 0.12% active. 1536-well. AID 2300, 2010. Photoreceptor-specific nuclear receptor (Homo sapiens), Q9Y5X4;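 active = percent inhibition above the cutoff of mean plus 3 SD of all tested compounds, set per screening campaign, cut at about 20% in these data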;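 also: 0% = DMSO wells and 100% = biotin wells as full block of FRET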
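Test system – NR2E3–RetCOR corepressor complex · Quantity – NR2E3 fusion 1.35 nM · Buffer or medium – Tris pH 7.5 · Incubation – Compound–protein incubation for 5 h at 4 °C · Technique – TR-FRET, Eu(K)-anti-GST donor, streptavidin-D2 acceptor, ex 340, em 617/671 nm · Evaluation – percent inhibition of 671/617 nm emission ratio versus biotin and DMSO controls · Plate – 1536-well format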
CF NFkB inh: inhibitors of PAF-induced NF-kB signaling, primary screen, cell-based, GFP fluorescence, uHTS; KKLEB NF-kB-GFP reporter, GFP fluorescence overnight; inhibition, % at 5 µM; 360,000 tested, 0.86% active;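 active = at least 50% inhibition at 5 µM, scaled per plate between neutral and stimulator controls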;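 also: PAF is a Pseudomonas aeruginosa culture filtrate used as stimulus; plate controls were PAF-stimulated DMSO wells for no effect and unstimulated DMSO wells for full effect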
LMP1 NFkB inh: EBV LMP1-driven NF-kappaB luciferase reporter inhibitors, primary screen, cell-based, luminescence, single point | inhibition, % at 12.5 µM | 350,000 tested, 0.69% active | AID 504558, 2011 | LMP1-induced NF-kappaB luciferase reporter cells; in the data active = inhibition above about 41%;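 also: 0% = neutral control wells and 100% = reference inhibitor control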
TRAIL sens C8: viability loss with TRAIL in NB7+C8 cells, primary screen, TRAIL sensitizer project, cell-based, ATPlite luminescence. inhibition (viability loss, TRAIL sensitization), % at 10 µM. 360,000 tested, 1% active;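 active = compounds causing at least 50% loss of cell viability in the single-dose screen, relative to plate controls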
Shn3 inh set2: reduction of Shn3 3'UTR firefly luciferase signal, primary screen, Schnurri-3 inhibitor project, cell-based, Clone20 osteoblasts, set 2; Clone20 osteoblast Shn3 3'UTR firefly luciferase, 24 h; inhibition, % at 12.5 µM; 360,000 tested, 0.52% active; AID 588674, 2011;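 active = mean inhibition of at least 75% with every replicate also reaching 75%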;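 also: 0% = median of neutral control wells and 100% = pilot-screen positive control compound; some compounds past the cut are filed as inactive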
MITF TRPM1 inh: inhibitors of MITF-dependent TRPM1 promoter reporter, primary screen, cell-based, SK-MEL-5, single point, luciferase; AID 488899, 2010; 330,000 tested, 0.83% active; inhibition, % at 12.5 µM; SK-MEL-5 TRPM1 promoter luciferase, 24 h;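 active = mean inhibition across replicates of 60% or more, whatever share of single replicates reaches that level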; also: values of inactives mirror those of a sister screen read the other way
* marks the source's active call; other numbers are inactive results; · = no result given. An excerpt; the hit share may differ from the screen's.

SMILES | NR2E3 ag-1 | KKLEB tox | HIF-2a block | iPSC survival up | Peg3 promoter | NR2E3 ag-2 | CF NFkB inh | LMP1 NFkB inh | TRAIL sens C8 | Shn3 inh set2 | MITF TRPM1 inh
O=C1C=Cc2cccc3ccc(O)c1c23 | -18 | -4 | 23 | -0.3 | 33 | · | 17 | 44* | 9 | 53 | 8
COCCCNC(=O)Cc1c(C)c2c(cc(C)c3c(C(C)(C)C)coc32)oc1=O | -16 | -7 | -77 | -0.6 | -42 | 0 | 9 | 9 | 26 | 14 | 15
O=C(CSc1nnnn1-c1ccccc1)N1N=CCC1c1ccccc1 (configuration not stated) | 12 | 2 | -31 | -1.5 | -51 | -1 | -11 | 8 | 22 | 1 | -6
COC(=O)C1=C(C)N(C)C(=O)NC1c1ccc(C)cc1 (configuration not stated) | 11 | 0 | 1 | 1.8 | 6 | 3 | 8 | -6 | -3 | -2 | 9
COc1ccc(CN2C(=O)c3cccnc3C2Nc2ccc(OC)c(Cl)c2)cc1 (configuration not stated) | -17 | 4 | 19 | -1.1 | -57 | 0 | 4 | 3 | 12 | -3 | -16
CCCOc1ccc2c(=O)c(N3C(=O)c4ccccc4C3=O)c(C)oc2c1 | -37 | -12 | 2 | -1.6 | -2 | -2 | 5 | 4 | -6 | -9 | 3
COc1ccc(S(=O)(=O)NC2CC2)cc1C(=O)N1CCOCC1 | -5 | 0 | 25 | -2.1 | 14 | 3 | 7 | 5 | -1 | 20 | -1
C=Cc1ccc(Cn2c(=O)n(CCCOC)c(=O)c3sccc32)cc1 | -5 | 2 | 14 | -0.6 | 25 | 1 | 10 | 3 | -10 | 5 | 8
O=C(CCc1nnc(C2CCCCC2)o1)N1CCC(Oc2cccnc2)CC1 | -3 | -5 | 19 | 7.5 | -36 | -3 | 12 | -1 | 0 | -6 | -13
COCCNC(=O)C1c2ccccc2C(=O)N(CCOC)C1c1ccc(F)cc1 (configuration not stated) | -15 | 3 | 15 | -0.3 | 20 | 1 | -1 | 21 | -8 | 13 | 3
O=C(O)c1c2c(nc3ccc(S(=O)(=O)N4CCC(C(=O)NCc5ccccc5Cl)CC4)cc13)CCCC2 | -13 | -1 | 13 | -0.2 | -7 | 1 | -6 | -4 | 6 | -12 | 6
COc1ccc(N2CCN(CC(=O)c3ccc(O)cc3O)CC2)cc1 | -19 | 11 | 16 | 0.3 | 1 | -1 | 6 | -9 | -3 | -25 | -2
O=c1[nH]c2ccccc2nc1/C=C(\O)C1CC1 | -6 | 15 | -41 | -0.1 | -44 | -4 | 8 | -1 | 14 | 0 | 0
COc1ccc(S(=O)(=O)NCc2cccnc2)cc1NC(=O)c1ccc(C)cc1 | 19 | -4 | 19 | -0.4 | 11 | 6 | 12 | 5 | -4 | 13 | 8
Cc1nc2ccc(NC(=O)C3COc4ccccc4O3)cc2s1 (configuration not stated) | 17 | -8 | -263 | -0.3 | -281 | -1 | 10 | -19 | -6 | -95 | -87
COc1cc(OC)cc(C(=O)N2c3ccc(F)cc3CCC2C)c1 (configuration not stated) | -12 | -6 | 15 | -4.2 | 25 | 0 | 18 | 1 | -2 | -4 | 0
C[C@@H](CN=[N+]=[N-])CN1CC[C@H](C(C)(C)C)CCC1=O | -14 | -3 | 0 | 0.3 | 6 | 2 | 22 | 0 | -18 | -19 | -13
O=c1cc(CSc2ccccn2)nc(N2CCN(c3ccccc3)CC2)[nH]1 | -11 | -2 | 12 | 3.1 | 22 | 0 | 13 | -4 | 2 | 8 | -1
CCCC(C(=O)NCCC(C)C)N(Cc1ccc(F)cc1)C(=O)c1snc(C(N)=O)c1N (configuration not stated) | -7 | -11 | 11 | -0.6 | 18 | -4 | -9 | -4 | 4 | 5 | -5
CN1CCN(C(=O)/C(C#N)=C/c2ccc(F)cc2)CC1 | 8 | 1 | 11 | -0.9 | -10 | 0 | 10 | -3 | -5 | 2 | -5
COc1cc2c(cc1OC)/C(=C/C(=O)c1ccc(OC)c([N+](=O)[O-])c1)NCC2 | -8 | -11 | 14 | 0.2 | 37 | · | 17 | 25 | 16 | 5 | 1
Cc1ccc(C)c(N2N=C(C(=O)Nc3cccnc3)CCC2=O)c1 | -7 | -12 | 16 | 0.4 | 9 | 1 | 4 | -18 | -28 | -17 | -9
O=C1c2ccccc2S(=O)(=O)N1CCCN1C(=O)c2ccccc2S1(=O)=O | -9 | -1 | 6 | 2.5 | 9 | · | -15 | 3 | -25 | 5 | 0
COc1ccc(CNC(=O)Cc2nn(C)c(=O)c3ccccc23)cc1 | 102* | -6 | 15 | -1.4 | 8 | -4 | 6 | -12 | 10 | 79 | 10
Cc1ccccc1C(=O)Nc1nnc(S(=O)(=O)N2CCCCC2)s1 | -11 | 9 | 3 | -2.5 | -3 | 11 | -26 | -1 | 10 | -10 | ·
COc1ccc(C(C(=O)NCC2CCCO2)N(Cc2ccccc2)C(=O)CNC(=O)c2ccco2)cc1OC (configuration not stated) | -4 | 1 | -3 | 3.1 | -8 | 1 | -18 | -5 | 16 | -14 | ·
OC(c1ccc(F)cc1)c1nc(-c2cccs2)cs1 (configuration not stated) | -17 | -1 | -148 | 3.4 | -99 | · | -7 | · | -9 | 4 | ·
CCC(=O)Nc1ccc(C(=O)Nc2ccc3c(c2)OCO3)cc1 | -8 | 2 | -75 | 3.6 | -51 | 4 | 3 | -10 | 1 | -1 | -16
Cc1oc(-c2ccc(Cl)cc2)nc1CN1CCC(C(=O)NCc2ccco2)CC1 | 13 | 6 | -28 | 1.6 | -20 | -3 | 11 | 2 | 4 | 11 | -7
COc1cc(OC)c(OC)cc1CN1CCc2ccccc2C1 | -11 | 9 | 12 | 0.2 | 6 | -2 | -15 | 1 | -11 | 24 | -5
COc1ccc(C2C(C(C)=O)=C(O)C(=O)N2c2nccs2)cc1OC (configuration not stated) | -8 | -6 | 17 | -1.4 | -1 | -4 | 10 | -2 | -10 | 12 | -5
COc1ccc(C(=O)Nc2ccccc2C(=O)N2CCCCC2C)cc1 (configuration not stated) | -14 | 5 | 15 | -1.1 | 12 | 0 | -7 | 10 | -2 | -5 | -10
COCCC(=O)N1CCCC(CNS(=O)(=O)c2ccc(OC)cc2)C1 (configuration not stated) | 20 | 6 | 4 | 0.8 | -12 | 3 | 4 | 6 | -6 | 4 | 27
COC(=O)[C@H](Cc1ccccc1)NC(=O)N1CCN(Cc2ccccc2)CC1 | 0 | -5 | 10 | -0.7 | 16 | -2 | 5 | 15 | -4 | 16 | 8
CCC(=O)NC(=S)Nc1ccc(NC(=O)c2cccnc2)cc1 | -2 | 4 | -33 | 1.0 | -57 | -4 | 4 | 1 | 5 | -2 | 3
O=C(O)c1cc(N2C(=O)CCC2=O)ccc1Cl | -1 | 12 | 17 | -0.4 | 6 | -2 | 3 | 3 | 24 | 8 | 7
CC(Oc1ccc(Cl)cc1Cl)C(=O)Nn1cnnc1 (configuration not stated) | -8 | -10 | 11 | -1.0 | 5 | 1 | 7 | 8 | 1 | 10 | 9
COCCNS(=O)(=O)c1cc(C(=O)O)ccc1OC | -25 | 12 | 15 | -0.3 | 20 | -2 | 6 | -5 | 1 | -10 | 1
Fc1ccccc1OCCCCCN1CCCC1 | -10 | -13 | -4 | -0.6 | -11 | 4 | 5 | 1 | 1 | -7 | -12
CC1=[N+](C)N(c2ccccc2)C(=O)C1N=Cc1ccc(Cl)cc1 (configuration not stated) | 25 | 4 | 7 | -0.8 | -12 | -4 | 4 | -7 | 5 | -34 | -5

Full records from above. Order of values: NR2E3 ag-1 | KKLEB tox | HIF-2a block | iPSC survival up | Peg3 promoter | NR2E3 ag-2 | CF NFkB inh | LMP1 NFkB inh | TRAIL sens C8 | Shn3 inh set2 | MITF TRPM1 inh
COc1ccc(C(=O)Nc2ccccc2C(=O)N2CCCCC2C)cc1 (configuration not stated) in the list: -14 | 5 | 15 | -1.1 | 12 | 0 | -7 | 10 | -2 | -5 | -10
CCC(=O)NC(=S)Nc1ccc(NC(=O)c2cccnc2)cc1 in the list: -2 | 4 | -33 | 1.0 | -57 | -4 | 4 | 1 | 5 | -2 | 3
COCCC(=O)N1CCCC(CNS(=O)(=O)c2ccc(OC)cc2)C1 (configuration not stated) in the list: 20 | 6 | 4 | 0.8 | -12 | 3 | 4 | 6 | -6 | 4 | 27
COC(=O)[C@H](Cc1ccccc1)NC(=O)N1CCN(Cc2ccccc2)CC1 in the list: 0 | -5 | 10 | -0.7 | 16 | -2 | 5 | 15 | -4 | 16 | 8
CC1=[N+](C)N(c2ccccc2)C(=O)C1N=Cc1ccc(Cl)cc1 (configuration not stated) in the list: 25 | 4 | 7 | -0.8 | -12 | -4 | 4 | -7 | 5 | -34 | -5

Continuation.
SMILES | NR2E3 ag-1 | KKLEB tox | HIF-2a block | iPSC survival up | Peg3 promoter | NR2E3 ag-2 | CF NFkB inh | LMP1 NFkB inh | TRAIL sens C8 | Shn3 inh set2 | MITF TRPM1 inh
COc1ccc2oc(=O)c(C(=O)NC3CCCCCC3)cc2c1 | 1 | 5 | -102 | -0.8 | -211 | 2 | -14 | -30 | 19 | -8 | -50
CCCCOc1ccc(C(=O)NCC(=O)N(C)Cc2nc3ccccc3c(=O)[nH]2)cc1 | -18 | -9 | 12 | 0.1 | 14 | -1 | -8 | -6 | 10 | 8 | 4
Cc1ccc(OCC(=O)NNC(=O)C2CC(=O)N(c3ccc4c(c3)OCCO4)C2)cc1 (configuration not stated) | -9 | 6 | 2 | -0.5 | 16 | 3 | -21 | -1 | -32 | -28 | 6
CCn1c(=O)n(CC)c2cc(N3CCCC3)c(NC(=O)c3ccccc3Br)cc21 | -15 | 26 | 13 | 0.1 | 4 | -3 | 8 | 0 | 10 | -1 | 5
COc1cc(CNC(=O)CCCCCCC(C)C)ccc1O | 14 | -16 | 2 | -0.1 | -11 | 4 | 17 | 1 | 14 | -8 | 1
O=C(CCSc1nnc2scc(-c3ccccc3)n12)NCc1ccc2c(c1)OCO2 | -24 | 4 | 15 | 3.8 | 4 | -2 | -5 | 0 | -9 | 2 | -1
COc1cccc(NC(=O)Nc2ccccc2Br)c1 | -57 | 7 | -238 | 0.3 | -212 | 7 | -7 | -7 | 2 | -28 | -70
Cc1nn(C(C)C(=O)NCCCN(Cc2ccccc2)C(C)C)c(=O)c2c1sc1ccccc12 (configuration not stated) | 20 | 8 | 1 | 0.8 | 34 | -2 | 2 | 3 | 23 | -8 | -6
NC(=O)C1(N2CCCCC2)CCN(C(=O)CSc2nc3ccccc3o2)CC1 | 18 | -3 | 12 | 0.0 | 11 | 1 | 5 | -8 | -6 | 2 | -7

Screening results deposited in PubChem BioAssay by several laboratories.
